From PubChem
All columns: NCI-60 one-dose screen, growth in % after 48 h at 10 µM unless noted; 100 = growth as untreated, 0 = no growth, -100 = all killed.
NCI/ADR-RES = NCI/ADR-RES ovarian cells; hit rate 4.4% among 81,000
NCI-H322M = NCI-H322M lung cancer; hit rate 2.7% among 80,000; AID 1794733
NCI-H23 = NCI-H23 lung cancer; hit rate 4% among 80,000
NCI-H522 = NCI-H522 lung cancer. hit rate 8% among 78,000. AID 1794739
COLO 205 = COLO 205 colon cancer; hit rate 7.3% among 79,000
NCI-H226 = NCI-H226 lung cancer; hit rate 3.5% among 79,000
HCT-15 = HCT-15 colon cancer; AID 1794746; hit rate 5.2% among 82,000
HCT-116 = HCT-116 colon cancer | hit rate 7.3% among 82,000 | AID 1794798
NCI-H460 = NCI-H460 lung cancer. hit rate 6.8% among 82,000. AID 1794736
* hit, by the source's call; · = no result given; & = joins results of further samples; ! = not active in a repeat. The calls were made as follows: active = growth percent below 10; inactive = the rest.

SMILES	NCI/ADR-RES	NCI-H322M	NCI-H23	NCI-H522	COLO 205	NCI-H226	HCT-15	HCT-116	NCI-H460
C=C1CC[C@@H]2[C@](C)(COC(C)=O)[C@H](OC(C)=O)CC[C@@]2(C)[C@@H]1CC(Nc1ccc(S(=O)(=O)Nc2nccs2)cc1)C1=CCOC1=O (stereo partly specified)	9.2*	60	38	-62*	-25*	-14*	-39*	-30*	30
CNC1=C(Cl)C(=O)c2ccccc2C1=O	100	105	74	82	124	119	102	85	94
O=C(NN=C1CCCC1)c1ccc(NC(=O)c2ccccn2)cc1	104	90	97	80	110	88	75	87	102
COc1cc(-n2nc(C(=O)NCc3ccc(C(=O)NO)cc3)nc2-c2ccccc2)cc(OC)c1OC	99	89	101	84	102	92	105	93	100
COC(=O)c1nnn(-c2cccc(Cl)c2)c1C(=O)c1ccc(Cl)c(Cl)c1	92	87	81	81	114	80	77	76	99
COC(=O)c1cc(N=C2NC(=O)/C(=C/c3ccc(C(C)C)cc3)S2)ccc1O	92	95	89	90	108	94	74	62	100
NS(=O)(=O)c1ccc(Nc2ccnc(SCC(=O)c3ccc([N+](=O)[O-])cc3)n2)cc1	105	·	97	87	106	99	102	94	106
CN(C)c1ccc(-c2ccc(-c3ccc(C(=N)N)c(F)c3)s2)cc1	-49*	0.1*	-67*	-61*	-75*	-60*	-81*	-89*	-78*
CCN(CC)C(=O)c1ccc[n+](CCC(N)=O)c1	101	99	106	99	108	102	109	105	113
Cc1cc(NC(=O)NC(=O)c2ccccc2N(C)C)ccc1Oc1ncc(Br)cn1	5.7*!	66&44	25&19	-22*!	14	66&56	-31*!	22&17	8.3*!
CCOC(=O)/C(C)=C\c1ccccc1	113	110	110	95	118	101	105	109	103
Cc1cc(N2CCN(CC(=O)Nc3ccc4c(ccn4C)c3)CC2)nc(N2CCCCC2)n1	98	98	101	87	110	98	90	94	109
CCN(CC)CCOC(=O)c1ccc(NC(=O)OCCCOC(=O)Nc2ccc(C(=O)OCCN(CC)CC)cc2)cc1	98	97	90	106	101	91	93	86	104
Cc1ccc(C(=O)CCCCl)cc1C	·	102	108	·	107	97	103	103	107
Fc1ccc2[nH]cc(-c3nc(-c4c[nH]c5ncccc45)cs3)c2c1	27	75	44	-7.5*	45	47	20	26	9.9*

Arranged by molecular weight (smallest number first): 12 of the compounds above
SMILES	NCI/ADR-RES	NCI-H322M	NCI-H23	NCI-H522	COLO 205	NCI-H226	HCT-15	HCT-116	NCI-H460
CCOC(=O)/C(C)=C\c1ccccc1	113	110	110	95	118	101	105	109	103
Cc1ccc(C(=O)CCCCl)cc1C	·	102	108	·	107	97	103	103	107
CNC1=C(Cl)C(=O)c2ccccc2C1=O	100	105	74	82	124	119	102	85	94
O=C(NN=C1CCCC1)c1ccc(NC(=O)c2ccccn2)cc1	104	90	97	80	110	88	75	87	102
CN(C)c1ccc(-c2ccc(-c3ccc(C(=N)N)c(F)c3)s2)cc1	-49*	0.1*	-67*	-61*	-75*	-60*	-81*	-89*	-78*
COC(=O)c1cc(N=C2NC(=O)/C(=C/c3ccc(C(C)C)cc3)S2)ccc1O	92	95	89	90	108	94	74	62	100
COC(=O)c1nnn(-c2cccc(Cl)c2)c1C(=O)c1ccc(Cl)c(Cl)c1	92	87	81	81	114	80	77	76	99
Cc1cc(N2CCN(CC(=O)Nc3ccc4c(ccn4C)c3)CC2)nc(N2CCCCC2)n1	98	98	101	87	110	98	90	94	109
Cc1cc(NC(=O)NC(=O)c2ccccc2N(C)C)ccc1Oc1ncc(Br)cn1	5.7*!	66&44	25&19	-22*!	14	66&56	-31*!	22&17	8.3*!
COc1cc(-n2nc(C(=O)NCc3ccc(C(=O)NO)cc3)nc2-c2ccccc2)cc(OC)c1OC	99	89	101	84	102	92	105	93	100
CCN(CC)CCOC(=O)c1ccc(NC(=O)OCCCOC(=O)Nc2ccc(C(=O)OCCN(CC)CC)cc2)cc1	98	97	90	106	101	91	93	86	104
C=C1CC[C@@H]2[C@](C)(COC(C)=O)[C@H](OC(C)=O)CC[C@@]2(C)[C@@H]1CC(Nc1ccc(S(=O)(=O)Nc2nccs2)cc1)C1=CCOC1=O (stereo partly specified)	9.2*	60	38	-62*	-25*	-14*	-39*	-30*	30

Additional entries.
SMILES	NCI/ADR-RES	NCI-H322M	NCI-H23	NCI-H522	COLO 205	NCI-H226	HCT-15	HCT-116	NCI-H460
CCCCN1C(=O)c2cccc3c(-c4ccc5c(c4)ncn5C4CCCCC4)ccc(c23)C1=O	92	101	96	70	94	101	106	92	110
CC1(C)COC(c2cc3c(cc2Br)OCO3)OC1	113	93	102	85	108	99	107	97	103
COc1cccc(/C=N\NC(=S)N/N=C/c2cccc(OC)c2OC)c1OC	101&105	96&93	116&101	88&89	111&110	117&102	95&107	109&93	120&104
COC(=O)c1ccc(Cl)c2c1C1C=CCC1C(c1cccc3ccccc13)N2 (stereo unspecified)	·	100	98	93	101	92	99	106	100
COc1cc(C=O)ccc1OC(C)=O	104	103	97	104	103	93	110	108	107
O=C1OC(c2ccc(Cl)c(Cl)c2)=C/C1=C/c1ccc([N+](=O)[O-])cc1	106	98	105	110	121	101	109	106	111
CC1(C)CC[C@]2(C(=O)N3CCOCC3)CC[C@]3(C)C(=CC[C@@H]4[C@@]5(C)C/C(=C/c6ccccn6)C(=O)C(C)(C)[C@@H]5CC[C@]43C)[C@@H]2C1	81	103	60	·	74	76	52	35	55
COc1nccc2c(-c3ccc(Cl)cc3)nc(N)nc12	104	106	102	91	·	91	100	100	110
CC(=O)OCCc1ccccc1C#N	113	133	99	·	113	104	101	99	110
CCCCCCCCc1ccc(OCCOCC[N+](C)(C)CC)cc1 (tested in a mixture with another compound)	107	94	27	3.7*	-42*	57	98	54	40
COc1ccc(C2NC(=O)NC(C)=C2C(=O)OC(C)C)cc1O (stereo unspecified)	100	102	106	96	119	101	102	103	104
Cc1ccc(S(=O)(=O)n2nc(NS(=O)(=O)c3cc(C)c(Cl)cc3SCc3ccccc3)[nH]c2=O)cc1	99	161	94	29	112	88	93	94	109
Nc1c(C(=O)Nc2cccc3ccccc23)sc2nc3c(cc12)COCC3	27	82	63	26	59	98	32	26	31
CCCn1c(=S)sc2c(NN)nc(C)nc21	104	101	100	76	108	119	110	107	116
C=CCn1c(C)nc2cc(Nc3nc(Nc4ccc5nc(C)n(CC=C)c5c4)c4ccccc4n3)ccc21	-24*	-92*	-69*	-95*	-100*	-47*	-76*	-96*	-84*
CC(=O)[C@H]1CC[C@H]2[C@@H]3CCC4=CC(=O)CC[C@]4(C)[C@@]3(Br)C(=O)C[C@]12C	101	96	99	·	101	89	104	96	102
COc1ccc(Br)c(C=O)c1	52	90	91	98	102	85	27	23	101
Nc1nc(=S)c2[nH]c(N)nc2[nH]1	96	101	91	74	105	90	102	112	104
COc1ccc(C(=O)CSc2nc(-c3ccc(C)cc3)c(C#N)c(=O)[nH]2)cc1	99	91	100	75	113	101	103	80	113
C[C@]12C=CC(=O)C=C1CC[C@@H]1[C@@H]2[C@@H](O)C[C@@]2(C)[C@H]1CC[C@]2(O)C(=O)COC(=O)CCC(=O)O	25	111	37	99	104	79	93	97	95
O=C(/C=C/c1cn(-c2ccccc2)nc1-c1ccc(Cl)cc1)NNC(=O)Nc1ccc(Cl)cc1	100	97	99	99	112	97	104	100	108
CCOC(=O)c1sc(/N=C2\C(=O)Nc3ccc([N+](=O)[O-])cc32)nc1C	89	86	83	71	92	101	91	92	·
O=C1c2ccc3ccccc3c2CCC1C1([n+]2ccccc2)CCc2c(ccc3ccccc23)C1=O (stereo unspecified)	99	99	87	77	71	93	104	78	103
COc1ccccc1/C=N\N/C(N)=N\N=C\c1ccccc1OC	23	·	27	4.0*	-11*	49	1.3*	5.3*	2.9*
CCOC(=O)CCN(Cc1ccco1)C(=O)OCC	100	100	93	99	121	99	99	102	113
COc1cc(CNC(=O)/C=C/c2ccc3c(c2)OCO3)ccc1OCc1cn(-c2ccc([N+](=O)[O-])cc2)nn1	87	91	89	85	118	61	97	85	95
C=CCn1c(=O)n(C)c2c(=O)n(C)c(=O)n(C)c21	103	109	100	100	105	·	100	112	111
Nc1c(-c2ccc3c(c2)OCCO3)oc2ccccc2c1=O	91	96	98	90	116	89	102	108	103
Cc1cccnc1Br	113	118	102	100	114	110	109	110	111
CCCCC1COc2cccc3c(SCC(=O)N(C)c4ccc(OC(F)(F)F)cc4)cc[n+]1c23 (stereo unspecified)	110	110	107	106	93	·	105	109	112
CC(C)(C)n1nc(C2CC2)cc1NC(=O)Nc1ccccc1	109	126	113	·	120	106	105	101	106
CC(=O)OC1=C(C)CC(C)(C)CC1=O	96	95	93	82	124	104	103	106	108
COc1ccc2nc(NC(=O)/C(=C/c3cc(OC)c(OC)c(OC)c3)c3ccc(OC)c(OC)c3)sc2c1	89	82	93	78	104	80	100	96	111
CC(=O)c1sc(-c2cccc(C)c2)cc1O	111	103	105	93	108	113	109	90	106
C#CC(C)(C)OC(=O)Nc1ccccc1	106	98	103	88	124	107	109	92	115
CCNS(=O)(=O)c1ncnc2nc[nH]c12	100	111	97	88	112	120	94	117	104
Nc1ccc(/C=C/c2ccc(N)cc2)cc1	85	116	103	·	99	99	91	97	97
CC(=O)O[C@H]1Cc2c([nH]c3ccccc23)[C@@H](c2ccc(Cl)cc2)N1C(=O)CCNC(C)(C)C	92	66	85	64	54	69	70	21	37
COc1ccc(/C(=N\O)c2cc(OC)c(OC)c(OC)c2)c(OC)c1N	18	48	35	-9.4*	-0.7*	78	11	7.7*	6.3*
COC(=O)c1ccc2[nH]c(O)c(C(=Nc3ccc(N(C)C(=O)CN4CCN(C)CC4)cc3)c3ccc(CCO)cc3)c2c1	104	67	57	33	18	57	82	9.4*	75
COc1ccc(/C=C/C(=O)c2sc(N3N=C(c4ccc(N(C)C)cc4)CC3C)nc2C)cc1 (stereo unspecified)	100	96	99	99	129	101	105	98	100
CC(C)(C)OC(=O)NC(=O)OC(C)(C)C	108	95	105	86	104	97	106	105	105
CCCCSc1nc(N)nc2c1ncn2CC(C)CC (stereo unspecified)	97	110	95	87	115	97	103	107	95
COc1ccc2c(c1)C/C(=C\c1cc(-c3ccc4c(c3)OCO4)n[nH]1)C2=O	109	113	111	105	105	86	90	93	93
CNC(=O)c1cc(Oc2ccc(NC(=O)Nc3ccc(Cl)c(OC(C)C)c3)c(F)c2)ccn1	56	81	28	25	33	52	41	30	61
O=C(NNc1ccccc1)c1ccc(Cc2n[nH]c(=O)c3cccnc23)cc1	103	·	97	90	107	98	98	100	103
NS(=O)(=O)c1ccc(N=NNc2ccc(C(=O)O)cc2)cc1	105	106	109	103	106	100	108	107	111
COc1ccccc1/C=C/C1=C(C)CCC(c2ccccc2OC)C1C (stereo unspecified)	18	33	27	-45*	-45*	46	9.6*	2.8*	3.7*
CCOC(=O)c1c(N2CCN(C)CC2)[nH]c(=O)c(C=Nc2cc(Cl)cc(Cl)c2)c1O	107	98	102	91	137	102	107	105	107
C[n+]1ccc(/C=C/c2ccncc2)c2ccccc21	109	104	94	84	95	85	100	79	100
CCCCCCCCCCCCCCCCNC(=S)N/N=C/c1ccccc1OCC	108	112	104	78	101	89	105	88	104
O=C(O)c1ccccc1-c1ccccc1C(=O)NCCc1cc2ccccc2[nH]1	104	102	101	99	105	98	103	105	108
Cc1ccc(/C(=N\N=C(N)N)C2CC2)cc1	106	114	103	85	104	108	112	101	96
CCCCN(CCCC)CCCNC(=O)OCC	104	112	109	76	108	98	93	97	109
Cc1nn(C)c2c1NC(=O)CS2	109	100	102	93	107	93	105	105	110
COc1ccc(/C=C/c2nc(Oc3ccc(C(C)=O)cc3)c3ccccc3n2)cc1	66	61	73	60	57	71	38	87	76
O=C1C(OCCOc2ccccc2)=C(OCCOc2ccccc2)C(=O)c2ccccc21	69	60	16	·	102	·	27	26	-26*
CCCCN=C(OC1C=CCCC1)SC (stereo unspecified)	101	107	95	103	111	96	101	94	107
O=Cc1cc([N+](=O)[O-])ccc1OCC(=O)O	106	·	97	104	101	102	113	122	116
CCN(CC)C(=O)CCCCCn1c2ccccc2c2c3c(c4c5ccccc5[nH]c4c21)C(=O)N(O)C3=O	13	82	47	-67*	-7.2*	70	46	38	53
The list continues.
SMILES	NCI/ADR-RES	NCI-H322M	NCI-H23	NCI-H522	COLO 205	NCI-H226	HCT-15	HCT-116	NCI-H460
COc1ccc2[nH]c(O)c(N=Nc3nc(-c4ccc(C#N)cc4)cs3)c2c1	63	84	56	65	86	98	68	32	29
CC(=O)c1c(Nc2ccc(F)c(F)c2F)[nH]c2c(F)cc(F)cc2c1=O	1.7*	4.5*	-3.8*	-11*	-65*	-16*	4.3*	3.1*	3.0*
Cc1nc2ncccc2c(=O)n1-c1ccc(S(=O)(=O)Nc2ccccn2)cc1	100	106	98	88	100	82	100	91	109
FC(F)(F)CN1CCN(CCn2c(C(F)(F)F)cc3c(Cl)ncnc32)CC1	75	-23*	17	-79*	70	87	-57*	1.8*	-41*
COc1cc(/C=C/c2cc(O)c(C(C)=O)c(O)c2)cc2c1O[C@]1(C)CC[C@@H](O)C(C)(C)[C@H]1C2	74	76	74	79	95	89	43	45	76
O=CNNC(=O)c1cnccn1	95	94	96	96	·	103	99	107	106
N#Cc1cn(-c2cccnc2Cl)c(C(=O)c2ccc(F)cc2)c1N	102	97	97	96	112	103	105	97	101
CC1(C)CC(=O)C(C(C2=C(O)CC(C)(C)CC2=O)c2cc3ccccc3[nH]c2=O)=C(O)C1	108	108	103	·	126	137	119	102	107
C=CCOC(=O)Nc1ccccc1	100	97	100	90	119	98	102	103	106
NC(=O)OCC(COC(N)=O)c1ccccc1	106	·	107	·	129	105	101	105	108
